# Bioassay records: PubChem, The Scripps Research Institute Molecular Screening Center
# Fh CTSL1 inh: blocks F. hepatica cathepsin L1 in PFM18AAP counter-screen; recombinant F. hepatica cathepsin L1, Z-Leu-Arg-MCA fluorescence; inhibition, % at 5.96 µM; actives 0.49% (n = 300,000); AID 1906;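 active = inhibition above the mean of all tested compounds plus 3 SD, set per screening campaign, cut at about 17% in these data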;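 note: 0% = plate median of test compound wells and 100% = 1 µM Z-Phe-Ala-diazomethylketone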
# PP1 counter: PP1-alpha (human) inhibition in PP5 counter-screen | inhibition, % at 6.7 µM | actives 0.9% (n = 320,000) | AID 2235 | purified PP1alpha, OMFP fluorescence | P62136;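 active = inhibition above the mean inhibition of all tested compounds plus 3 SD, computed separately for each screening campaign, cut at about 15% in these data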
# Target sequence (P62136 whole entry, looked up): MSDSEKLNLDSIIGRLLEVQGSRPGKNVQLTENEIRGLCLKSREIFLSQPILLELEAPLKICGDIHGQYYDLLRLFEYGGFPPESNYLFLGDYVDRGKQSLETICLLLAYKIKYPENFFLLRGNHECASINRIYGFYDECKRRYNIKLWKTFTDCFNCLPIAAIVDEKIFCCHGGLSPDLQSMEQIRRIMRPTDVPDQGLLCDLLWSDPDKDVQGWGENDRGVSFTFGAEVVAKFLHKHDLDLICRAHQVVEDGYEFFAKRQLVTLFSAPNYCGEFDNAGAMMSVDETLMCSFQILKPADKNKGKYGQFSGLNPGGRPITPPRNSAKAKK
# AHR activator: activates the human aryl hydrocarbon receptor; activation, % at 5 µM; actives 2.5% (n = 320,000); AHR-responsive luciferase reporter cells, luminescence; P35869; in the data active = activation above about 47%;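 note: 0% = vehicle wells and 100% = reference agonist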
# PP5 primary: blocks human protein phosphatase 5 activity; purified PP5c, OMFP substrate fluorescence; P53041; inhibition, % at 6.7 µM; actives 0.18% (n = 320,000);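 active = inhibition above the campaign's mean inhibition across all tested compounds plus 3 SD, cut at about 9.5% in these data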;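 note: 0% = DMSO only and 100% = 100 µM cantharidin control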
# procasp7 counter: counter-screen: procaspase-7 (human) activation; activation, % at 8.5 µM; P55210; recombinant procaspase-7, Ac-DEVD-pNA absorbance 405 nm; D23A/D198A/D206A triple mutant, cannot self-cleave; scale: DMSO 0, 5 µM enzyme 100; actives 0.093% (n = 330,000); AID 463210;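 active = percent activation above the screen-wide mean plus 3 SD, cut at about 25% in these data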
# Target sequence (P55210 whole entry D23A/D198A/D206A): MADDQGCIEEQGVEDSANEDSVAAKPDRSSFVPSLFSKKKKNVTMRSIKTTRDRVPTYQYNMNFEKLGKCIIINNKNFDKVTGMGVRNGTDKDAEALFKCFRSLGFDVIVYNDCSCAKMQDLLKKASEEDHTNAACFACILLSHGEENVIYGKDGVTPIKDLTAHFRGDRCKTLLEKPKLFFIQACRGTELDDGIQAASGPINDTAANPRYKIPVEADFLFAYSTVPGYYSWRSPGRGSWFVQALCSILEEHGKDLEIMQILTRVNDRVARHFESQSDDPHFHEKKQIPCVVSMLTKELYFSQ
#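 signal = Epi-absorbance of released pNA at 405 nm, two timepoints | assay system = Uncleavable procaspase-7 mutant enzyme | reagent = Ac-DEVD-pNA substrate, 400 µM as added | times = 1 h enzyme–compound preincubation and 2 h substrate reaction, both 25 °C | benchmarks = low DMSO alone, high DMSO plus 5 µM PC-7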
# proCasp3 act: procaspase-3 (human) activation | P42574 | recombinant procaspase-3 D3A, Ac-DEVD-pNA absorbance 405 nm | activation, % at 8.5 µM | actives 0.11% (n = 330,000) | AID 463141;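 active = activation above the mean of all tested compounds plus 3 SD, cut at about 21% in these data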;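 note: 0% = DMSO alone and 100% = DMSO wells spiked with extra 5 µM PC-3 D3A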
# Target sequence (P42574 whole entry D9A/D28A/D175A): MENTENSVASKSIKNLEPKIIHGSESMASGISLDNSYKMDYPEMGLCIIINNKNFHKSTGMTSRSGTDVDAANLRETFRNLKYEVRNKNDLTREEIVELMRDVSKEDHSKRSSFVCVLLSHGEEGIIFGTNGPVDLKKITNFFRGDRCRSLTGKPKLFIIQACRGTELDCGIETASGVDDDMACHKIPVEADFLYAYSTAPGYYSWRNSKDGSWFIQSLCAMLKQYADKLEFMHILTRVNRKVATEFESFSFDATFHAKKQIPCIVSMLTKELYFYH
#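 assay system = Procaspase-3 D3A mutant | signal = absorbance at 405 nm, 0 and 120 min | times = 1 h preincubation plus 2 h reaction at 25 °C | repeats = single replicate | read-out = % activation between DMSO and enzyme-spiked controls | medium = Zinc-free HEPES saline buffer with Triton X-100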
# HCV core dimer: HCV core protein dimerization inhibition. AID 1899. TR-FRET GST/Flag-core106 dimerization, 1536-well. actives 0.33% (n = 300,000). inhibition, % at 5 µM;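 active = inhibition above the mean of all tested compounds plus 3 SD, set per screening campaign, cut at about 45% in these data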
#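 System: GST/Flag-tagged HCV core106 proteins. Incubation: compound-protein-antibody incubation 4 h at 22.5 °C. Technique: HTRF with 340 nm excitation, 617/671 nm emission. Medium: KF-containing HEPES buffer, pH 7.45, DTT, CHAPS, BSA. Read-out: inhibition (%) from 671 over 617 nm ratio. Also added: Eu(K)-anti-GST 90 ng/mL plus XL665-anti-Flag 1 µg/mL.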
# TPT1 inhibitor: inhibitors of Candida albicans tRNA 2'-phosphotransferase TPT1; recombinant caTPT1, FP RNA substrate dephosphorylation; inhibition, % at 5 µM; actives 0.81% (n = 300,000); AID 1962;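 active = inhibition above the mean of all tested compounds plus 3 SD, set per screening campaign, cut at about 24% in these data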;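 note: plate controls were DMSO alone for no effect and ferristatin control at 100 nM for full effect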
# PAFAH2 FP inh: inhibitors of human PAFAH2. Q99487. recombinant PAFAH2, FP-rhodamine activity probe, fluorescence polarization. inhibition, % at 3.39 µM. actives 0.99% (n = 340,000). AID 492956;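 active = inhibition above the mean over all tested compounds plus 3 SD, cut at about 30% in these data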;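 note: inhibitors block probe labeling of enzyme so polarization drops; 0% = enzyme with DMSO and 100% = wells lacking PAFAH2 protein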
# An asterisk follows results filed as active; · = not tested or not shown; & = joins results of further samples. Compounds were not picked by outcome (roughly 5.6% active in at least one column).
molecule	proCasp3 act	Fh CTSL1 inh	procasp7 counter	HCV core dimer	AHR activator	PP5 primary	PP1 counter	PAFAH2 FP inh	TPT1 inhibitor
COc1ccc(F)cc1C(=O)C1CCCN(C(=O)CCc2ccccn2)C1 (stereo unspecified)	-4	0	10	0	2	0.7	-4	5	0
CC(C)Oc1cccc(C(=O)Nc2ccccc2N2CCOCC2)c1	4	-2	3	11	15	1.1	4	1	-3
COC(=O)c1sc(NC(=O)COc2ccccc2OC)nc1C	9	2	8	-3	41	2.0	-2	6	-2
COC(=O)c1sc2cnccc2c1N	0	1	8	-5	-2	2.1	-5	3	0
O=C(CCc1nnc(-c2ccc(-c3ccccc3)cc2)o1)N1CCCCC1	-2	0	10	5	-6	1.6	8	2	-1
COC(=O)c1ccc(OC)c(CSc2nnc(COc3ccc(Cl)cc3)o2)c1	-2	0	-1	0	1	3.7	1	-8	3
C=CCn1c(P(C)(=O)O)nc2ccccc21	1&2	-1&-4	2&4	-2&-2	0&6	-3.3&-3.7	-5&0	-8&3	4&1
CCC(=O)c1cc2c(cc1NC(=O)c1cccs1)OCCO2	-5	2	1	3	14	2.5	0	6	0
C=CCSc1nnc(NC(=O)CCNC(=O)c2ccco2)s1	4	-2	-4	-5	7	0.3	3	-5	2
O=C(NCc1cccs1)c1cc2c(s1)-c1ccccc1OC2	-117	2	9	-4	2	2.2	4	-3	-4
COc1ccc(CNC(=O)C2CCC(=O)N(CCCN3CCCC3=O)C2)c(OC)c1 (stereo unspecified)	-1	2	4	4	-1	-1.5	-4	-4	0
O=C(NCCCCC(NC(=O)c1ccc([N+](=O)[O-])cc1)C(=O)O)c1ccc([N+](=O)[O-])cc1 (stereo unspecified)	1	3	0	-4	0	2.7	-3	-2	-1
CCN(CC)N=Nc1ccc(S(=O)(=O)N2CCSC2C(=O)O)cc1 (stereo unspecified)	-2	8	-7	2	2	-0.9	0	-4	-1
Cc1ccc(CNC(=O)C2CCN(c3nnc(N4CCCC4=O)s3)CC2)cc1	-9	-12	-4	-5	-1	3.8	6	2	-2
Cc1ccccc1NC(=O)CCS(=O)(=O)c1ccc(Br)cc1	7	-4	-7	-9	3	1.6	3	-10	5

# (further entries)
molecule	proCasp3 act	Fh CTSL1 inh	procasp7 counter	HCV core dimer	AHR activator	PP5 primary	PP1 counter	PAFAH2 FP inh	TPT1 inhibitor
CN(C)/C=N/NC(=O)c1ccccc1Cl	-13	4	3	3	-1	-4.1	-2	0	-1
COCCNC(=O)CS(=O)Cc1nc(-c2ccc(Cl)cc2)oc1C (stereo unspecified)	4	-2	-5	17	1	1.0	1	2	-3
Cc1cc(C(=O)NNC(=O)/C=C/c2ccc(F)cc2)c(C)o1	-2	0	6	-5	-2	-1.2	-2	6	-2
NC(=O)CSc1nc2sc(-c3ccccc3)cc2c(=O)n1N	5	6	4	-6	7	2.2	5	2	-3
COCCn1c(SCC(=O)N2CCCc3ccccc32)nc2c(c1=O)SC(C)C2 (stereo unspecified)	11	0	-5	4	0	1.7	-3	-2	0
Cc1cc(-c2ccccc2)nc2[nH]n(-c3ccccc3)c(=O)c12	-3	1	4	-39	7	0.0	0	5	-5
CCOc1ccc(-c2noc(CCC(=O)NC)n2)cc1OCC	9	0	10	9	2	1.0	0	-4	-3
CCOC(=O)c1cc2c(=O)n3ccccc3nc2n(Cc2ccco2)c1=NC(=O)c1ccccc1OCC	-18	3	-14	11	2	-1.4	5	1	13
Cc1ccc(OCC(=O)Nc2ccc(O)c(-c3nc4ccccc4o3)c2)cc1	-2	3	-1	38	3	1.8	4	-3	-2
Cc1ccc(-n2cccn2)c(CN2CCCC(CNC(=O)c3ccc(F)cc3)C2)c1 (stereo unspecified)	4	1	3	0	4	-2.8	-4	-1	3
COCCCNC(=O)COc1ccc(S(=O)(=O)NCc2ccccc2)cc1Cl	5	3	4	-1	17	4.0	-1	4	4
COc1ccccc1N1CCN(C(=O)C2=CC=CN3CCS(=O)(=O)N=C23)CC1	5	·	2	·	1	-1.4	-6	1	·
S=c1[nH]nc(Cn2c(-c3ccccn3)nc3ccccc32)n1-c1ccc2c(c1)OCCO2	1	-1	-5	4	6	1.3	-1	4	2
CCOC(=O)c1nnn(-c2nc(N(C)C)nc(N(C)C)n2)c1C	7	-2	5	-1	-4	-0.8	-3	-3	-1
CCOC(=O)c1ccccc1NC(=O)CN1CCC(n2nnc3cc(C(F)(F)F)ccc32)CC1	1	2	3	5	-2	-0.3	5	-5	-1

# 3 entries from above in another layout:
NC(=O)CSc1nc2sc(-c3ccccc3)cc2c(=O)n1N
  proCasp3 act = 5
  Fh CTSL1 inh = 6
  procasp7 counter = 4
  HCV core dimer = -6
  AHR activator = 7
  PP5 primary = 2.2
  PP1 counter = 5
  PAFAH2 FP inh = 2
  TPT1 inhibitor = -3
COCCn1c(SCC(=O)N2CCCc3ccccc32)nc2c(c1=O)SC(C)C2 (stereo unspecified)
  proCasp3 act = 11
  Fh CTSL1 inh = 0
  procasp7 counter = -5
  HCV core dimer = 4
  AHR activator = 0
  PP5 primary = 1.7
  PP1 counter = -3
  PAFAH2 FP inh = -2
  TPT1 inhibitor = 0
Cc1cc(-c2ccccc2)nc2[nH]n(-c3ccccc3)c(=O)c12
  proCasp3 act = -3
  Fh CTSL1 inh = 1
  procasp7 counter = 4
  HCV core dimer = -39
  AHR activator = 7
  PP5 primary = 0.0
  PP1 counter = 0
  PAFAH2 FP inh = 5
  TPT1 inhibitor = -5

# Compounds from the list above that have an NH in an aromatic ring, in the order listed:
molecule	proCasp3 act	Fh CTSL1 inh	procasp7 counter	HCV core dimer	AHR activator	PP5 primary	PP1 counter	PAFAH2 FP inh	TPT1 inhibitor
Cc1cc(-c2ccccc2)nc2[nH]n(-c3ccccc3)c(=O)c12	-3	1	4	-39	7	0.0	0	5	-5
S=c1[nH]nc(Cn2c(-c3ccccn3)nc3ccccc32)n1-c1ccc2c(c1)OCCO2	1	-1	-5	4	6	1.3	-1	4	2

# 3 of these compounds, set out differently:
> CN(C)/C=N/NC(=O)c1ccccc1Cl
- proCasp3 act: -13
- Fh CTSL1 inh: 4
- procasp7 counter: 3
- HCV core dimer: 3
- AHR activator: -1
- PP5 primary: -4.1
- PP1 counter: -2
- PAFAH2 FP inh: 0
- TPT1 inhibitor: -1
> COCCNC(=O)CS(=O)Cc1nc(-c2ccc(Cl)cc2)oc1C (stereo unspecified)
- proCasp3 act: 4
- Fh CTSL1 inh: -2
- procasp7 counter: -5
- HCV core dimer: 17
- AHR activator: 1
- PP5 primary: 1.0
- PP1 counter: 1
- PAFAH2 FP inh: 2
- TPT1 inhibitor: -3
> Cc1cc(C(=O)NNC(=O)/C=C/c2ccc(F)cc2)c(C)o1
- proCasp3 act: -2
- Fh CTSL1 inh: 0
- procasp7 counter: 6
- HCV core dimer: -5
- AHR activator: -2
- PP5 primary: -1.2
- PP1 counter: -2
- PAFAH2 FP inh: 6
- TPT1 inhibitor: -2

# (cont.)
molecule	proCasp3 act	Fh CTSL1 inh	procasp7 counter	HCV core dimer	AHR activator	PP5 primary	PP1 counter	PAFAH2 FP inh	TPT1 inhibitor
CCOc1cccc(CN2CCCC(C(=O)c3cc(Cl)ccc3OC)C2)c1O (stereo unspecified)	-11	6	-11	17	1	1.3	1	3	-2
CCCCSc1nc2c(=O)[nH][nH]c(=O)c2n1Cc1ccccc1	2	3	-4	0	2	2.1	3	-1	3
CCOC(=O)N1CCC2(CC1)NCCc1c2[nH]c2ccccc12	3	2	10	0	9	12*	-1	4	4
COc1ccccc1N1CCN(C(=S)NC(=O)/C=C/c2ccc(F)cc2)CC1	10	-2	-2	0	6	3.6	-1	·	-1
O=C(CSc1nn(-c2ccc(Cl)cc2)c(=S)s1)N1CCN(C(=O)c2ccco2)CC1	0	-6	-3	5	1	3.9	4	3	3
CC(=O)c1c(-c2ccc(Cl)cc2)c2ccccc2[nH]c1=O	-3	5	-5	3	0	2.6	-2	-4	-4
O=C(NC1CCCCCC1)c1c(O)nc2sccn2c1=O	6	5	6	-2	0	1.0	1	0	-3
N#CC1(NC(=O)COC(=O)c2ccccc2SCC(=O)N2CCCC2)CCCCC1	-1	-7	-7	-4	-3	0.2	-2	81*	-2
CCCCCCn1c(-c2ccco2)nc2oc3cc(OC)ccc3c(=O)c2c1=O	1	1	-1	21	0	0.6	-1	20	4
COC(=O)CNC(=O)C(Cc1c[nH]c2ccccc12)NC(=O)OC(C)(C)C (stereo unspecified)	5	0	8	-15	3	3.4	0	-8	-1
O=C(O)c1ccccc1/C=N/Nc1nc(N2CCCCC2)nc(N2CCCCC2)n1	0	3	-7	15	-3	-0.2	1	·	2
COc1cc(NC(=O)CN(C)S(=O)(=O)c2ccc3c(c2)CCC(=O)N3)cc(OC)c1	7	0	3	2	5	3.3	0	8	-2
CO/N=C/c1c(C(=O)OC)nn(-c2ccccc2)c1Cl	7	1	6	-1	0	-1.2	2	1	1
CC(C)C(=O)Nc1sc2c(c1-c1nc3ccccc3[nH]1)CCCC2	-5	6	3	31	34	-9.7	0	3	1
Cc1ccc2nc(/C(C#N)=C\c3ccc([N+](=O)[O-])o3)[nH]c2c1	9	-3	-18	-34	33	4.2	2	-7	55*
O=C(N/N=C\c1ccc[nH]1)C1COc2ccccc2O1 (stereo unspecified)	1	-2	1	2	0	0.2	-5	11	-3
Cc1ccccc1OCC(=O)Nc1cc(S(=O)(=O)N2CCOCC2)ccc1N1CCCC1	-3	·	-5	·	0	3.0	-2	5	·
CCNC(=O)CC1C(=O)N(c2ccc(OC)cc2)C(=O)N1Cc1ccc(OC)cc1 (stereo unspecified)	-2	-1	3	-1	3	1.2	-4	0	-2
